Bioassay records: PubChem BioAssay, NCI
NCI-60 one-dose screen, 48 h, at 10 µM unless noted. Numbers give growth in % (100 = growth as untreated, 0 = no growth, -100 = all killed).
HOP-92 – HOP-92 NSCLC cells; actives 6.3% (n = 71,000); AID 1794738
A549/ATCC – A549/ATCC NSCLC | actives 3.7% (n = 81,000) | AID 1794740
MOLT-4 – MOLT-4 leukemia cells | actives 6.9% (n = 80,000) | AID 1794779
HOP-62 – HOP-62 NSCLC | actives 3.9% (n = 80,000) | AID 1794735
EKVX – EKVX NSCLC; AID 1794765; actives 3% (n = 71,000)
CCRF-CEM – CCRF-CEM leukemia. actives 7% (n = 77,000). AID 1794778
RPMI-8226 – RPMI-8226 leukemia cells; AID 1794781; actives 7.5% (n = 77,000)
SR – SR leukemia cells. actives 8.7% (n = 73,000)
An asterisk follows results filed as active; . = no result given; & = joins results of further samples; ! = a repeat was not active. How the source made its calls: active means growth percent below 10; inactive means the rest.

[1] COC(=S)SCc1cc(=O)oc2ccc(Cl)cc12
[2] N#Cc1c(NC(=O)c2cccs2)[n+]([O-])c2ccc(F)cc2[n+]1[O-]
[3] Cc1ccc(Nc2cc(Cl)nc(N)n2)c([N+](=O)[O-])c1
[4] NC(=O)c1ncc(Cl)cc1Cl
[5] CSc1nc(-c2ccco2)c2c(N)nn(S(=O)(=O)c3ccccc3)c2n1
[6] Cc1ncncc1N
[7] Nc1ccc(S(=O)(=O)Nc2cnccn2)cc1
[8] CC/C=C\C[C@@H](O)C/C=C1/C(=O)C=C[C@H]1C/C=C\CCCC(=O)OC
Compound | 1 | 2 | 3 | 4 | 5 | 6 | 7 | 8
MOLT-4 | 95 | 90 | 93 | 100 | 97 | . | 107 | -4.6*
HOP-92 | 96 | 73 | 69 | 103 | 60 | 84 | 91 | 23
RPMI-8226 | 90 | 93 | 100 | 105 | 107 | 89 | 120 | .
A549/ATCC | 101 | 106 | . | 102 | 90 | 79 | 98 | -17*
CCRF-CEM | 102 | 78 | 106 | 100 | 113 | 105 | 124 | -9.1*
SR | 76 | 77 | 98 | 102 | 83 | 106 | 121 | -18*
HOP-62 | 87 | 68 | 111 | 95 | 76 | 93 | 93 | -32*
EKVX | 94 | 86 | 90 | 101 | 95 | 108 | 92 | 88

[9] O=C(/C=C/c1cccc(O)c1)Oc1ccc(/C=C/c2cc(OC(=O)/C=C/c3cccc(O)c3)cc(OC(=O)/C=C/c3cccc(O)c3)c2)cc1
[10] C[n+]1ccc(C2(C)OCCO2)cc1
[11] Cc1nc2c(cnn2-c2ccccc2)c(=O)n1-c1ccc(NC(=O)c2ccc([N+](=O)[O-])cc2)cc1
[12] Nc1nc(SCc2cccc(CCl)c2)c2[nH]cnc2n1
[13] NS(=O)(=O)c1ccc(CCn2c(SCc3ccc(Br)cc3)nc3ccccc3c2=O)cc1
[14] O=C1Nc2ccc(Br)cc2/C1=N/N=C/c1ccc(F)cc1
[15] COc1ccccc1NC(=O)N=Nc1c(O)[nH]c2ccccc12
[16] O=C(C[N+]12CN3CN(CN(C3)C1)C2)c1ccc(Cl)cc1
Compound | 9 | 10 | 11 | 12 | 13 | 14 | 15 | 16
MOLT-4 | 59 | 102 | 37 | 46 | 86 | 99 | 93 | 121
HOP-92 | 94 | . | 108 | 69 | 105 | 92 | 80 | 95
RPMI-8226 | 96 | 97 | 52 | 55 | 93 | 106 | 85 | 95
A549/ATCC | 72 | . | 67 | 92 | 90 | 109 | 96 | 100
CCRF-CEM | 69 | 98 | 47 | 36 | 88 | 102 | 90 | 96
SR | 75 | . | . | . | 104 | 110 | 84 | 112
HOP-62 | 80 | 101 | 86 | 83 | 99 | 97 | 99 | 102
EKVX | 102 | . | 31 | 92 | 98 | 89 | 84 | 115

The last 3 records of the section above are carried over, then new ones follow.
[14] O=C1Nc2ccc(Br)cc2/C1=N/N=C/c1ccc(F)cc1
[15] COc1ccccc1NC(=O)N=Nc1c(O)[nH]c2ccccc12
[16] O=C(C[N+]12CN3CN(CN(C3)C1)C2)c1ccc(Cl)cc1
[17] CC1=C(Cl)C(P(=O)(c2ccccc2)c2ccccc2)CP(=O)(c2ccccc2)C1 (stereo not given)
[18] O=S(=O)(Nc1cccc(F)c1)c1cccc(C(F)(F)F)c1
[19] Cc1ccc(NC2(C(N)=O)CCCC2)cc1
[20] c1ccc(-c2cn3nc(-c4c[nH]c5ccccc45)sc3n2)cc1
[21] O=c1cc(CCc2ccccc2)[nH]c(=O)[nH]1
[22] O=C(O)CCCN1C(=O)CSC1=S
[23] O=C(OC(=O)c1cccc2ccccc12)c1cccc2ccccc12
[24] COc1ccc(/C=N/NC(=O)c2ccc(C)nc2)cc1
Compound | 14 | 15 | 16 | 17 | 18 | 19 | 20 | 21 | 22 | 23 | 24
MOLT-4 | 99 | 93 | 121 | 96 | 127 | 108&107 | 84 | 107 | 98 | 92 | 127
HOP-92 | 92 | 80 | 95 | 83 | 93 | 78 | 75 | . | 103 | 97 | 87
RPMI-8226 | 106 | 85 | 95 | 101 | 105 | 98&96 | 92 | 112 | 98 | 106 | 95
A549/ATCC | 109 | 96 | 100 | 94 | 102 | 105 | 83 | 95 | 105 | 101 | 94
CCRF-CEM | 102 | 90 | 96 | 48 | 110 | 102&103 | 86 | . | 100 | 89 | 98
SR | 110 | 84 | 112 | . | 107 | 97&111 | 22 | 110 | 103 | . | 127
HOP-62 | 97 | 99 | 102 | 103 | 94 | 102&95 | 74 | 92 | 103 | 92 | 95
EKVX | 89 | 84 | 115 | 109 | 94 | 84&106 | 70 | . | 103 | 99 | 99

[25] C=CCN1C(=O)/C(=C\C(=O)OC)S/C1=N/NC(=O)COc1cc(=O)n(C)c2ccccc12
[26] OCCSc1ccc(Cl)cc1
[27] O=[N+]([O-])c1cc(Br)c(F)cc1F
[28] C=CCC1CCC/C1=N\O (stereo not given)
[29] Cc1c(C(=O)NC(Cc2ccccc2)C(O)C(N)=O)[nH]c2ccccc2c1=O (stereo not given)
[30] COc1ccc(S(=O)(=O)NCCCNc2cc(-c3c(-c4cccc(OC)c4)nc4sccn34)ccn2)cc1
[31] CCCN1CCN(C(=S)SC(SC(=S)N2CCN(CCC)CC2)C(=O)c2nnn(-c3ccc(Cl)cc3)c2C)CC1
[32] O=C(O)[C@H]1/C(=C/CO)O[C@@H]2CC(=O)N21
Compound | 25 | 26 | 27 | 28 | 29 | 30 | 31 | 32
MOLT-4 | 102 | 92&118 | 108 | 110 | 108 | 19 | 82 | 92
HOP-92 | 95 | 98&101 | 77 | 87 | 110 | 62 | 78 | .
RPMI-8226 | 111 | 85&122 | 105 | 103 | 116 | 13 | 78 | 95
A549/ATCC | 101 | 97&104 | 116 | 103 | 102 | 43 | 86 | 100
CCRF-CEM | 102 | 97&119 | 97 | 104 | 108 | 26 | 78 | 99
SR | 111 | 100&117 | 123 | 118 | 110 | 44 | 64 | .
HOP-62 | 91 | 76&108 | 113 | 97 | 101 | 81 | 103 | 104
EKVX | 95 | 89&100 | 109 | 104 | 100 | 48 | 103 | 99

[33] C(CCN1CCCCC1)=C(c1ccccc1)c1ccccc1
[34] C/C(=N/N)c1nnn(-c2ccc([N+](=O)[O-])cc2)c1C
[35] COc1cc([N+](=O)[O-])ccc1NC(=O)NCc1ccccc1
[36] Cc1ccsc1[C@@H]1C[C@@H]2Cc3cc(Br)c4ccccc4c3N1O2
[37] CCCCS(=O)(=O)Nc1ccc(C(=O)NN)c(Cl)c1
[38] O=C(Nc1cc(Cl)cc(Cl)c1)Nc1cc(Cl)cc(Cl)c1
[39] COc1ccc2sc(C)cc(=O)c2c1
[40] COc1cccc(-c2nn(C(C)(C)C)cc2-c2ccnc(NCCCNS(=O)(=O)c3ccc(Br)cc3)c2)c1
Compound | 33 | 34 | 35 | 36 | 37 | 38 | 39 | 40
MOLT-4 | 94 | 108 | 92 | 80 | 109 | -36* | 96 | 57&102
HOP-92 | 79 | 104 | 88 | 88 | 85 | -34* | 84 | 77&90
RPMI-8226 | 80 | 104 | 83 | 86 | 102 | -42* | 95 | 76
A549/ATCC | 85 | 100 | 91 | 93 | 89 | 1.0* | 101 | 76&105
CCRF-CEM | 92 | 104 | 97 | 98 | 105 | -34* | 91 | 85&101
SR | 90 | 110 | 106 | 86 | 105 | . | 98 | 55&103
HOP-62 | 91 | 102 | 109 | . | 92 | -30* | 99 | 102&101
EKVX | 95 | 99 | . | 96 | 106 | -12* | . | 61&95

[41] NC(=O)c1cccc(-n2ccc3cc(NC(=O)Nc4ccc(Cl)c(Cl)c4)ccc32)n1
[42] CCOC(=O)CC(C(=O)OCC)C(=O)OCC
[43] Cc1cccc(/C=C\C(=O)c2ccccc2)c1
[44] Cc1c(O)cc(C(=O)CCl)c(O)c1C
[45] Cc1cccc(-n2c(C3=C(O)c4ccccc4C3=O)nnc2-c2ccccc2)c1
[46] COc1ccc(-c2cc3c(oc2=O)-c2ccccc2OC3O)cc1 (stereo not given)
[47] CC[C@H](CO)Nc1nc(NCc2ccccc2)n2ncc(C(C)C)c2n1
[48] O=S1(=O)NCCCN1CCNc1nccc(-c2c(-c3cccc(O)c3)nc3sccn23)n1
Compound | 41 | 42 | 43 | 44 | 45 | 46 | 47 | 48
MOLT-4 | 51 | 106 | 49&91 | 101 | 93 | 94 | -13* | 65
HOP-92 | 78 | 89 | 81 | 109 | 95 | 82 | -8.8* | .
RPMI-8226 | . | 102 | 26 | 103 | 102 | 107 | -41* | 107
A549/ATCC | 74 | 91 | 93&88 | 108 | 93 | 109 | 20 | 124
CCRF-CEM | 59 | 100 | 64&79 | 101 | 99 | 106 | -0.9* | 60
SR | 46 | 104 | -0.9*! | 94 | 88 | 86 | -45* | 23
HOP-62 | 81 | 99 | 111&99 | 98 | 86 | 110 | 3.3* | 118
EKVX | 68 | 98 | 101&98 | 107 | 90 | 95 | 0.3* | 141

Record cards, from the list above.
`O=S1(=O)NCCCN1CCNc1nccc(-c2c(-c3cccc(O)c3)nc3sccn23)n1` is entered as MOLT-4: 65; HOP-92: .; RPMI-8226: 107; A549/ATCC: 124; CCRF-CEM: 60; SR: 23; HOP-62: 118; EKVX: 141
`CC[C@H](CO)Nc1nc(NCc2ccccc2)n2ncc(C(C)C)c2n1` is entered as MOLT-4: -13*; HOP-92: -8.8*; RPMI-8226: -41*; A549/ATCC: 20; CCRF-CEM: -0.9*; SR: -45*; HOP-62: 3.3*; EKVX: 0.3*
`Cc1cccc(/C=C\C(=O)c2ccccc2)c1` is entered as MOLT-4: 49&91; HOP-92: 81; RPMI-8226: 26; A549/ATCC: 93&88; CCRF-CEM: 64&79; SR: -0.9*!; HOP-62: 111&99; EKVX: 101&98

Remaining list, next part.
[49] O=C(/C=C1\C(=O)N(Cc2ccc([N+](=O)[O-])cc2)c2ccccc21)c1ccc(OCCN2CCCCC2)cc1
[50] CC(C)(C)CC(C)(C)Nc1c(-c2ccc(-c3ccccc3)cc2)nc2ccccn12
[51] O=C(N=Nc1c(O)[nH]c2ccccc12)Nc1ccc(F)cc1
[52] O=C1c2cccnc2C(=O)c2c1c(C(=O)OCCN1CCCCC1)c1ccccn21
[53] Nc1c(C(=O)Nc2ccccc2Cl)sc2nc3c(cc12)C(O)CCC3 (stereo not given)
[54] COc1ccc2nc(Cl)c(-c3cc(-c4ccccc4)nc(=S)[nH]3)cc2c1
[55] COc1ccc(C2=CC(c3ccc(C)cc3Br)N3C(C)=CSC3=N2)cc1OC (stereo not given)
[56] COC1c2occc2C(OC)C2C3C(=C(C)OC12)Sc1nc(-c2ccccc2)c(C#N)c(N)c13 (stereo not given)
Compound | 49 | 50 | 51 | 52 | 53 | 54 | 55 | 56
MOLT-4 | -27* | 67 | 92 | -19* | 39 | 24 | 87 | 88
HOP-92 | -75* | 74 | 94 | 12 | 46 | 54 | 105 | 78
RPMI-8226 | -36* | 70 | 91 | -30* | 25 | 72 | 92 | 84
A549/ATCC | 48 | 90 | 88 | -47* | 25 | 94 | 88 | 96
CCRF-CEM | . | 84 | 95 | -8.8* | 18 | 64 | 97 | 81
SR | -28* | 69 | 84 | -24* | 13 | . | . | 80
HOP-62 | . | 89 | 83 | -34* | 42 | 76 | 106 | 107
EKVX | 1.8* | 66 | 94 | 4.4* | 41 | 66 | . | 64

[57] COc1cc2c(cc1OC)N(CCO)C1=C(C(=O)OC1)C2c1cccc(Cl)c1 (stereo not given)
[58] O=S(=O)(c1ccc(N=C2NN=C(c3c[nH]c4ccccc34)CS2)cc1)N1CCOCC1
[59] CCNc1nnc2n(-c3ccccc3)c(=O)c3cnn(-c4ccccc4)c3n12
[60] CC1c2ccccc2-c2ccccc2N1C (stereo not given)
Compound | 57 | 58 | 59 | 60
MOLT-4 | 81 | 40 | 99 | 103
HOP-92 | . | 68 | 99 | 86
RPMI-8226 | 97 | 43 | 97 | 90
A549/ATCC | 100 | 76 | 77 | .
CCRF-CEM | 92 | 48 | 94 | 101
SR | 70 | 61 | 97 | 96
HOP-62 | 97 | 103 | 82 | 100
EKVX | 98 | 57 | 103 | 124

An unsorted share of the library; about 12% have a hit in one of these screens.
